Bioassay records (PubChem BioAssay)
APOBEC3G inh – APOBEC3G DNA deaminase inhibitors, primary screen, biochemical, fluorescence, single-stranded DNA substrate, uHTS; AID 493012, 2011; recombinant A3G, ssDNA deamination FAM/TAMRA fluorescence; inhibition, % at 20 µM; DNA dC->dU-editing enzyme APOBEC-3G (Homo sapiens), Q9HC16; hit rate 0.28% among 330,000;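 active = inhibition of at least 40% at 20 µM, with no more than 30% in the related APOBEC3A deaminase screen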;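 note: plate controls were DMSO wells with A3G for no effect and wells lacking A3G enzyme for full effect; some compounds called inactive have numbers as strong as hits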
Target sequence (Q9HC16 whole entry, looked up): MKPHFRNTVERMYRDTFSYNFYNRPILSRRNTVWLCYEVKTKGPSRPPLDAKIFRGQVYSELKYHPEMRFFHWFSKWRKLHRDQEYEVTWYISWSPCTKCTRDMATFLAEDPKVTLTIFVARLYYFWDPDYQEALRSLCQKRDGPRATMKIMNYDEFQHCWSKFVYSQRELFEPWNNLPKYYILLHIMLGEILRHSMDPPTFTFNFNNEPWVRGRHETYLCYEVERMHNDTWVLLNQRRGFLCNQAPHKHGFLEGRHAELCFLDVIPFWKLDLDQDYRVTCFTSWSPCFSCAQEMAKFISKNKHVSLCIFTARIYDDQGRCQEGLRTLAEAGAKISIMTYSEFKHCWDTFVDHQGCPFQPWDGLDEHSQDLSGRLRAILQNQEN
MIN6 prolif – inducers of MIN6 beta-cell proliferation, primary screen, ATP luminescence, uHTS; hit rate 0.29% among 330,000; MIN6 cells proliferation, ATPlite luminescence, 48 h; cells starved in 0.2% serum; 100% = growth in 10% serum; proliferation, % at 10 µM;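 active = compounds whose signal lies at least 3.5 SD above the mean of all wells on their plate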;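 note: 0% = DMSO-treated cells in low-serum medium and 100% = 10% serum control; some compounds called inactive have numbers as strong as hits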
SENP1 FRET inh – human SENP1 catalytic domain inhibitors, primary screen, biochemical, FRET, uHTS; inhibition, % at 10 µM; hit rate 0.21% among 360,000; AID 624204, 2012; Sentrin-specific protease 1 (Homo sapiens), Q9P0U3; recombinant SENP1 catalytic domain, CyPet-SUMO1-YPet FRET cleavage;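 active = inhibition at least 30% at 10 µM, raw YFP signal under a set limit, fluorescence ratio 0.5 to 1.5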;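 note: 0% = enzyme with DMSO and 100% = no enzyme wells; some results filed as inactive read as strong as hits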
Target sequence (Q9P0U3 419-644 limits assumed): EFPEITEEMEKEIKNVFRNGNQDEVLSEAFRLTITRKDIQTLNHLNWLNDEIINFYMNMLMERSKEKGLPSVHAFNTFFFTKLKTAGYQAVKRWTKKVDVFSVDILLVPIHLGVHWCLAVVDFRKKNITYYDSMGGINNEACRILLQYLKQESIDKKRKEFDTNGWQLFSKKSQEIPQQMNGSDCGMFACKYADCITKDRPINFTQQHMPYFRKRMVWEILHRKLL
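Compound: 10 µM single point, 0.5% DMSO; Test system: hSENP1 catalytic domain, recombinant; Timing: 50 min reaction at room temperature; Technique: FRET, CFP and YFP emission; Control set: no-enzyme wells low, DMSO-plus-enzyme wells high control.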
mIAP inh – inhibitors of mouse IAP, primary screen, biochemical, luminescence, uHTS. inhibition, % at 10 µM. purified mouse IAP, CDP-Star luminescence, 30 min. hit rate 0.2% among 330,000;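 active = inhibition of at least 40% at 10 µM in the primary screen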;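 note: plate controls were DMSO with enzyme for no effect and no enzyme wells for full effect; values of inactives mirror those of a sister screen read the other way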
NALP3 yeast inh – NALP3 inflammasome inhibitors in reconstituted yeast, primary screen, luminescence, uHTS | Yeast reconstituted NLRP3/ASC/caspase-1, beta-gal luminescence, 24 h | inhibition, % at 10 µM | hit rate 0.39% among 330,000 | AID 2825, 2010;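 active = inhibition of 50% or more; inactive = inhibition below 50%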;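 note: plate controls were induced DMSO wells for no effect and uninduced yeast grown without galactose for full effect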
mIAP act – activators of mouse IAP, primary screen, biochemical, luminescence, uHTS; intestinal alkaline phosphatase [Mus musculus]; muIAP, CDP-Star luminescence, 30 min; hits give high values; 1 = vehicle-only enzyme signal, 0 = enzyme-free wells; activation factor at 10 µM; hit rate 0.24% among 330,000; AID 2805, 2010;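 active = activation factor of at least 2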; note: the source names both 10 and 20 µM as test concentration; values of inactives mirror those of a sister screen read the other way
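System: Mouse IAP enzyme | Also added: CDP-Star substrate | Dosing: Compounds dispensed in DMSO | Schedule: 30 min enzyme-substrate-compound incubation at room temperature | Technique: Chemiluminescence readout | Control set: DMSO-only wells and no-enzyme negative control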
APOBEC3A inh – APOBEC3A ssDNA deaminase inhibitors, primary screen, selectivity assay for APOBEC3G inhibitor project, biochemical, FAM/TAMRA oligo cleavage fluorescence; recombinant A3A, FAM/TAMRA ssDNA deamination fluorescence; hit rate 0.41% among 330,000; DNA dC->dU-editing enzyme APOBEC-3A (Homo sapiens), P31941; inhibition, % at 20 µM;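 active = at least 40% inhibition at 20 µM here, with at most 30% in a related deaminase screen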;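 note: plate controls were A3A with DMSO for no effect and wells lacking A3A enzyme for full effect; some results filed as inactive read as strong as hits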
Target sequence (P31941 whole entry, looked up): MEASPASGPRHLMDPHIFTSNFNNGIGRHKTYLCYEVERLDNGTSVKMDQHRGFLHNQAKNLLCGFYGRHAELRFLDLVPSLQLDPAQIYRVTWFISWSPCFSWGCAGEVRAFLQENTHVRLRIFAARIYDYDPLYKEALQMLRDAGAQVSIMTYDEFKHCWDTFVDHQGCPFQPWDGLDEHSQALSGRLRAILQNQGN
hIAP block – human IAP inhibitors, primary screen, biochemical, luminescence, uHTS. Intestinal-type alkaline phosphatase (Homo sapiens), P09923. purified IAP, CDP-Star luminescence, 30 min. inhibition, % at 10 µM. hit rate 0.12% among 330,000. AID 2544, 2010;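 active = inhibition reaching a set limit with compound at 10 µM in the primary screen, cut at about 35% in these data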;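 note: plate controls were DMSO wells with enzyme for no effect and no-enzyme buffer wells for full effect; values of inactives mirror those of a sister screen read the other way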
hIAP activ – human IAP activators, primary screen, biochemical, luminescence, uHTS; purified human IAP, CDP-Star luminescence, 30 min; hits give high values; 1 = vehicle-only enzyme, 0 = enzyme-free background; activation factor at 10 µM; hit rate 0.16% among 330,000; AID 2524, 2010;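 active = activation factor of the enzyme at least 2-fold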; note: the source names both 10 and 20 µM as test concentration; values of inactives mirror those of a sister screen read the other way
Active calls of the source: *; · = no result given. Not all compounds are listed (hit frequency here may not be typical).

SMILES	APOBEC3G inh	MIN6 prolif	SENP1 FRET inh	mIAP inh	NALP3 yeast inh	mIAP act	APOBEC3A inh	hIAP block	hIAP activ
O=C(NCCS(=O)(=O)c1ccc(Br)cc1)c1ccc(Cl)cc1Cl	-7	5	-2	4	14	0.96	1	-12	1.1
CCN(CC)c1ccc(CN2CCCCCC2)cc1	-4	-4	0	1	20	0.99	-3	-8	1.1
Cc1ccc(S(=O)(=O)N(C(=O)c2ccncc2)c2ccc(OC(=O)c3ccncc3)c3ccccc23)cc1	-4	-5	3	6	4	0.94	0	2	0.98
CCOC(=O)c1c(-n2cnnn2)sc2c1CCCC2	0	2	1	10	10	0.9	-1	-41	1.4
O=C(Nc1ccc2c(c1)OCO2)c1cnn2cccnc12	-2	-2	0	-2	4	1	2	-5	1.1
Cc1ccc(OCC(=O)N/N=C2/SCC(=O)N2Cc2ccco2)cc1	-14	-3	-1	1	9	0.99	-2	5	0.95
CC(NC(=O)C(=O)NN=C1CCCC1)c1ccccc1 (stereo not given)	-9	2	-1	-4	2	1	-1	-2	1
Cc1ccc(C(=O)NN2C(=O)CSC2=S)cc1	-12	0	0	26	3	0.74	-5	6	0.94
Nc1cc2sc(-c3ccc(C(=O)O)cc3)nc2cc1Cl	-4	-3	-26	0	5	1	-3	0	1
Cc1ccc2cc(NC(=O)c3ccc(C(C)(C)C)cc3)ccc2n1	-6	-6	1	6	43	0.94	-1	4	0.96
COCC(=O)Nc1ccccc1Br	-2	-4	0	0	-11	1	-1	3	0.97
CCc1ccc(NC(=O)C2CCCN2S(=O)(=O)c2ccc3c(c2)C(C)(C)C(=O)N3C)cc1 (stereo not given)	-2	-3	1	-4	10	1	5	8	0.92
Cn1nnc(NC(=O)c2ccc3ccccc3c2)n1	35	-1	-1	2	15	0.97	-3	-4	1
O=C(NCC(c1ccco1)N1CCCC1)c1cccc(S(=O)(=O)Nc2ccc(Br)cc2)c1 (stereo not given)	-3	0	-35	3	-4	0.97	0	-12	1.1
COc1ccc(-c2nc3ccccn3c2NC2CCCCC2)cc1SC1CCCCC1	23	-8	-34	-10	33	1.1	0	-11	1.1

Compound profiles, as listed above. Values in the order: APOBEC3G inh | MIN6 prolif | SENP1 FRET inh | mIAP inh | NALP3 yeast inh | mIAP act | APOBEC3A inh | hIAP block | hIAP activ
O=C(NCCS(=O)(=O)c1ccc(Br)cc1)c1ccc(Cl)cc1Cl across the screens: -7 | 5 | -2 | 4 | 14 | 0.96 | 1 | -12 | 1.1
CCc1ccc(NC(=O)C2CCCN2S(=O)(=O)c2ccc3c(c2)C(C)(C)C(=O)N3C)cc1 (stereo not given) across the screens: -2 | -3 | 1 | -4 | 10 | 1 | 5 | 8 | 0.92
COc1ccc(-c2nc3ccccn3c2NC2CCCCC2)cc1SC1CCCCC1 across the screens: 23 | -8 | -34 | -10 | 33 | 1.1 | 0 | -11 | 1.1
Cc1ccc(C(=O)NN2C(=O)CSC2=S)cc1 across the screens: -12 | 0 | 0 | 26 | 3 | 0.74 | -5 | 6 | 0.94

Next section:
SMILES	APOBEC3G inh	MIN6 prolif	SENP1 FRET inh	mIAP inh	NALP3 yeast inh	mIAP act	APOBEC3A inh	hIAP block	hIAP activ
O=C(NCCCc1ccncc1)C1CCC(=O)N(Cc2ccc(Cl)cc2)C1 (stereo not given)	-5	1	1	6	12	0.94	0	-12	1.1
O=C(c1cccs1)N1CCN=C1SCc1cccc(F)c1	-6	0	2	0	-7	1	-3	0	1
CC(C)(C)NC(=O)C1CCN(C(=O)c2ccc(-c3ccccc3)cc2)CC1	-5	-4	2	6	-4	0.94	-3	-9	1.1
CCOc1ccccc1NC(=O)CN1C(=O)COc2ccc(Cl)cc21	3	-4	1	8	22	0.92	3	16	0.84
COc1cccc(C2CC(C(F)(F)F)n3ncc(C(=O)NC(C)(C)C)c3N2)c1 (stereo not given)	-1	0	0	1	1	0.99	-3	1	0.99
Cc1ccsc1CN(C)C(=O)CN1C(=O)NC2(CCCc3ccccc32)C1=O (stereo not given)	-6	-1	-1	-20	9	1.2	-1	5	0.95
O=C(NN1C(=O)c2ccccc2NC1c1ccccn1)c1ccccc1 (stereo not given)	1	0	-1	13	23	0.87	2	4	0.96
CC(Sc1nnc(C(F)(F)F)n1C)C(=O)NC(N)=O (stereo not given)	2	0	1	7	8	0.93	5	-2	1
Fc1ccc(-c2[nH]ncc2CN2CCN(c3ccc(F)cc3)CC2)cc1	-5	-2	1	5	3	0.95	-2	-20	1.2
Nc1ccccc1C(=O)NCCCN1CCOCC1	-10	3	1	7	17	0.93	4	9	0.91
Cc1ccc(NC2=Nc3ccccc3CS2)cc1	-4	-4	1	6	-4	0.94	-2	10	0.9
Oc1ccccc1CNc1ccc(OC(F)(F)F)cc1	-4	-4	2	9	7	0.91	-2	14	0.86
O=C(Cc1cccc2ccccc12)N1CC[C@@]2(O)CCCC[C@H]2C1	-4	0	1	4	18	0.96	-2	7	0.93
OC(c1ccccc1)c1nccn1Cc1ccccc1 (stereo not given)	-4	-3	1	-4	-6	1	2	-13	1.1
CC1=NNC(=O)C1CC(=O)N/N=C(\C)c1ccco1 (stereo not given)	-7	-1	-2	6	16	0.94	-5	10	0.9
O=C(O)c1cccc(Cn2cc(Br)cn2)c1	-2	0	0	-4	-21	1	1	-23	1.2
Cc1cccn2c(=O)c(/C=C(\C#N)C(=O)NC3CCS(=O)(=O)C3)c(Oc3ccc(F)cc3)nc12 (stereo not given)	-11	0	-21	3	14	0.97	-2	23	0.77
COC(=O)c1cc(S(=O)(=O)NCC2CCN(Cc3ccccc3F)CC2)c[nH]1	-1	2	-1	4	3	0.96	2	3	0.97
COc1cc(C(=O)NC(=S)NCc2ccco2)cc(OC)c1OC	-5	-1	0	7	16	0.93	-7	-20	1.2
Cc1nnc(SCC(=O)NC2CCCC(C)C2C)n1N (stereo not given)	-7	-1	1	-13	0	1.1	-4	-12	1.1
CCOc1ccc(S(=O)(=O)N2CCOCC2)cc1NC(=O)CN1C(=O)NC2(CCCCC2)C1=O	5	-5	-1	6	3	0.94	2	8	0.93
Cc1cc[n+](CC(=O)Nc2cc(C(F)(F)F)ccc2Cl)cc1	-5	-1	1	2	6	0.98	1	-9	1.1
O=C(COC(=O)c1ccc[nH]c1=O)NC1CCCc2ccccc21 (stereo not given)	-1	-1	4	0	10	1	5	-5	1.1
O=c1[nH]c(/C=C/c2ccc(OC(F)F)cc2)nc2c1cnn2-c1ccccc1	-7	1	-9	8	7	0.92	-4	-19	1.2
CCn1ncc(Br)c1C(=O)Nc1nccs1	-4	-2	2	-5	20	1	-4	-11	1.1
Cc1ccc(NC(=O)NCC(c2ccccc2)N(C)C)cc1 (stereo not given)	-3	-2	3	-11	6	1.1	3	-14	1.1
O=C(CSc1nc2ccc(NC(=O)CSc3nnnn3-c3ccccc3)cc2s1)Nc1ccccc1	-11	-6	-4	-1	1	1	-5	15	0.85
CN(C)/C=C/C(=O)/C=C/c1ccc(Cl)cc1	-9	-2	-3	9	24	0.91	-3	2	0.98
Cc1c(C(=O)Nc2nnc(SCc3ccccc3Cl)s2)cccc1[N+](=O)[O-]	-4	0	4	5	7	0.95	-5	16	0.84
Cc1nc2c(Br)c3nc(C(F)(F)F)[nH]c3c(Br)c2[nH]1	-3	-1	3	1	7	0.99	-5	-1	1
Cc1ccc(CNc2ccc(S(=O)(=O)N3CCOCC3)cc2[N+](=O)[O-])cc1	-6	-3	3	5	33	0.95	-2	5	0.95
CCOC(=O)c1cnn(Cc2ccccc2)c1N	-8	1	1	-8	9	1.1	-6	-10	1.1
O=C(CSc1ncccn1)N/N=C/c1cccc([N+](=O)[O-])c1	-9	-2	0	2	9	0.98	-4	-5	1
O=C(NCCC1CCCCN1S(=O)(=O)c1ccc(Cl)cc1)C(=O)NCc1cccnc1 (stereo not given)	-10	-1	-2	1	11	0.99	-3	-22	1.2
C=CC[C@]12CCc3ccccc3C1N(c1ccc(C(=O)OCC)cc1)C2=O (stereo not given in full)	-8	-7	0	-8	24	1.1	-2	-4	1
O=C(NCCc1ccccc1)c1ccc(CS(=O)Cc2cccc(Cl)c2)o1 (stereo not given)	-8	1	1	4	11	0.96	-7	8	0.92
COc1ccccc1NC(=O)COc1ccc(C(=O)OCC(=O)NC(C)(C)C)cc1OC	-2	1	1	3	7	0.97	5	2	0.98
CC(C)(C)OC(=O)C[C@H]1C/C=C\C[C@H](CC(=O)NCCO)C(=O)N2CCC[C@@H]2COC1=O	0	-2	3	1	16	0.99	2	4	0.96
COc1ccc(C)cc1NC(=O)Nn1cnnc1	-6	-3	-1	-10	0	1.1	-1	2	0.98
COc1ccc(N=Cc2c(O)c3ccccc3oc2=O)cc1	-4	0	-35	-4	23	1	-1	-9	1.1
CN(C)c1nc(SCC(=O)Nc2ccccc2)nc(N2CCOCC2)n1	0	1	-1	-1	12	1	5	-8	1.1
Cc1cnc(C(=O)OCC(=O)c2ccc(-c3ccccc3)cc2)cn1	-4	-3	-2	5	6	0.95	3	-8	1.1
Cc1oc(C(C)(C)C)cc1C(=O)NC1CCN(Cc2ccccc2)CC1	-10	-4	-4	26	14	0.74	-4	-12	1.1
O=C(NCCc1ccccc1)C1CC1	-10	0	-1	-3	2	1	-4	-8	1.1
CCOc1ccc(NS(=O)(=O)c2ccc(NS(=O)(=O)c3ccc(SC)cc3)cc2)cc1	-8	-5	1	11	22	0.89	-2	0	0.99
CC1=CC(=O)C=C(C)C1=NOc1ccc([N+](=O)[O-])cc1	-13	-6	3	9	-33	0.91	0	10	0.9
O=S(Cc1cc(Oc2ccccc2)nc(-c2ccccc2)n1)c1ccccc1 (stereo not given)	-9	3	-2	3	20	0.97	-3	1	0.99
Cn1c(NC(=O)/C=C/c2ccco2)cc(=O)n(C)c1=O	0	0	1	-1	12	1	6	7	0.93
Cc1cccc2cc(/C=N/NC(=O)CN3CCCCC3)c(Cl)nc12	-1	-1	·	1	15	0.99	0	2	0.97
COc1ccccc1/C=N/NC(=O)C(=O)N1CCN(c2ccccc2OC)CC1	-2	-2	2	-8	20	1.1	-3	-30	1.3
CCOC(=O)C1CCN(C(=O)c2cn(C)c(=O)c3cc(OC)c(OC)cc23)CC1	-2	-5	-4	-3	7	1	1	-2	1
CC1Cc2ccccc2N1Cc1nc2cc(C(F)(F)F)ccc2c(=O)[nH]1 (stereo not given)	-6	-1	-8	-1	11	1	-2	-7	1.1
CCC1CCCCN1S(=O)(=O)c1ccc(NC(=O)CSc2ncccc2C(=O)O)cc1 (stereo not given)	0	-2	6	-4	8	1	-1	11	0.89
